Source: PubChem BioAssay
CBFb-RUNX1 inh – CBF-beta/RUNX1 interaction disruption. AlphaScreen CBFb-His/RUNX1-biotin binding, biochemical. Potency, µM (series often up to 59.8 µM), for inactives: top-dose activity, negative = inhibition, hits mostly inhibitors. Q01196+Q13951. AID 1477. 230,000 tested, under 10 active; further: % of control where 0% means no effect
Target sequence (Q01196 whole entry, looked up): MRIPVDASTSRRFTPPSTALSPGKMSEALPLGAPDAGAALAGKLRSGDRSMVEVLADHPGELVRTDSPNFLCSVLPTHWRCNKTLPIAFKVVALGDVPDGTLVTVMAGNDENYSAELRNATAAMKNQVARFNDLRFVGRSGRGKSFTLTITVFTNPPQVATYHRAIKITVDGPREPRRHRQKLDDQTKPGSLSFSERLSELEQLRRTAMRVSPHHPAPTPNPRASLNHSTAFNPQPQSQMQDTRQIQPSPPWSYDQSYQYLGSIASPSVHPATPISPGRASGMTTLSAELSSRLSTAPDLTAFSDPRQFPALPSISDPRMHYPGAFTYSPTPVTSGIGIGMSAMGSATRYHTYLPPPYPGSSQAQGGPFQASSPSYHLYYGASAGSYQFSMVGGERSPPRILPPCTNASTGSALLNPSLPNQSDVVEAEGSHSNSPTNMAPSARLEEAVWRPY
Target sequence (Q13951 whole entry, looked up): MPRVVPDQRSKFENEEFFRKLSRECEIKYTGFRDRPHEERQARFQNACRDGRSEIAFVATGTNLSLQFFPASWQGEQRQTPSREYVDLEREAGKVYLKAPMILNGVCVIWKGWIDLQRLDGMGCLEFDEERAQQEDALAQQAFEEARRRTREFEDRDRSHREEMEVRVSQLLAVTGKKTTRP
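Read-out: AlphaScreen. Format: His-CBF-beta with biotinylated RUNX1 (30 nM each) preincubated 20 min, compound 15 min, Ni-chelate plus streptavidin beads 90 min; room temperature throughout.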
Epigenetic reg – derepresses silenced GFP reporter in murine cells; murine LDR cells, GFP reporter derepression, 30 h; Potency, µM (highest dose often 53.9 µM), for inactives: at the top dose GFP activation, hits mostly activators; actives 0.2% (n = 280,000); AID 1865; further: potency means the concentration at half of the fitted maximal effect; % of control where 0% means no effect; nearly all actives have a fitted effect of over 60% in size
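Murine LDR cells bearing a silenced CMV-driven GFP reporter were exposed to compound for 30 h at 37 C. After PBS washes, GFP-positive cells (20-120 um objects) counted by laser-scanning microplate cytometry.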
TexasRed fluor – Texas Red fluorescence interference in TRb-SRC2 counter-screen | TRb/SRC2 Texas Red total fluorescence interference | Potency, µM (top dose mostly 106 µM), without a hit: at the top dose fluorescence change, negative = quenching | actives 0.29% (n = 280,000) | AID 1479; active means well fitted curve in either direction with a large enough effect; inconclusive means small, poorly fitted or top-dose-only effect; further: potency means the concentration at half of the fitted maximal effect; on the % scale 0 is the no-effect control and ±100 the full control effect
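Human TRb ligand-binding domain at 0.6 uM with 20 nM Texas Red SRC2 peptide in Tris buffer containing 1 uM T3 and 5% DMSO, incubated with compound 5 h at ambient temperature. Total fluorescence (555/632 nm) calculated as parallel + 2 × perpendicular.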
TRb-SRC2 inh – TRbeta-SRC2 interaction inhibition; P10828; TRbeta-SRC2 peptide binding, fluorescence polarization; receptor liganded with 1 µM T3; Potency, µM (highest dose often 106 µM), for inactives: top-dose activity change, negative = inhibition, usual class: inhibitors; actives 0.065% (n = 280,000); AID 1469;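 further: potency means the concentration at half of the fitted maximal effect; plate controls were bound peptide for no effect and peptide without receptor for full effect; nearly all actives have a fitted effect of over 50% in size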
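Compounds were added to 0.6 uM TRb ligand-binding domain and 20 nM Texas Red-labeled SRC2 peptide in Tris buffer containing 1 uM T3, incubated 5 hr at ambient temperature, then read by fluorescence polarization.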
Tau fibril FP – tau fibrillization inhibition (FP); actives 0.39% (n = 280,000); Potency, µM (titrated, usually from 57.7 µM), for the others: top-dose activity, negative = inhibition, hits mostly inhibitors; K18 P301L tau heparin fibrillization, Alexa594 FP, 6 h; AID 1468; further: potency means the concentration at half of the fitted maximal effect; on the % scale 0 is the no-effect control and ±100 the full control effect; nearly all actives have a fitted effect of over 55% in size
Target sequence (P10636 561-689 P618L limits assumed): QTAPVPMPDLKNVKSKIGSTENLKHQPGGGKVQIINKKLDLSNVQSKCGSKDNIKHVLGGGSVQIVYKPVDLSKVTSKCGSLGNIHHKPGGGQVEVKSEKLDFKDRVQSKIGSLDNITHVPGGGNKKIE
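Human K18 P301L fragment (15 uM unlabeled plus 0.24 uM Alexa 594-labeled) in 100 mM sodium acetate pH 7 with compound, aggregation induced by 20 uM heparin for 6 hr at 37 C. ThT (30 uM) added for 1 hr, then Alexa 594 FP read.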
Tau fluor cs – counter-screen for tau fibril formation inhibitors; Potency, µM (titrated, usually from 57.7 µM), for the others: at the highest dose activity change, negative = decrease; tau K18 P301L Alexa594 fluorescence, heparin fibrillization; AID 1463; actives 0.93% (n = 280,000); further: potency means the concentration at half of the fitted maximal effect; on the % scale 0 is the no-effect control and ±100 the full control effect; nearly all actives have a fitted effect of over 55% in size
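Human tau K18 P301L (15 uM unlabeled, 0.24 uM Alexa 594-labeled) in 100 mM sodium acetate pH 7 with 20 uM heparin, 6 hr at 37 C. ThT 30 uM added, 1 hr ambient; Alexa 594 FP and total fluorescence read at 555/632 nm.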
GLA spleen mod – inhibitors or activators of human alpha-galactosidase in spleen homogenate; P06280; human spleen homogenate, 4MU-alpha-Gal fluorescence, 40 min; Potency, µM (series often up to 80 µM), for the others: at the top dose activity change, negative = inhibition, hits mostly inhibitors; actives 0.008% (n = 240,000);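 further: potency means the concentration at half of the fitted maximal effect; 0% = enzyme with vehicle and -100% = no enzyme basal signal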
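qHTS titration in buffer at pH 5.0. Alpha-galactosidase activity in spleen homogenate was measured via 4-methylumbelliferone release from 1 mM fluorogenic substrate after 40 min at 37C and a pH 10 stop. AC50 came from Hill fits of control-normalized data.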
NPSR antag – blocks cAMP signaling of the human neuropeptide S receptor; Potency, µM (series often up to 38.3 µM), without a hit: top-dose activity change, negative = inhibition, most hits filed as inhibitors; CHO-NPSR cells, cAMP TR-FRET, antagonist mode; actives 1% (n = 220,000); AID 1461; Q6W5P4; further: potency means the concentration at half of the fitted maximal effect; on the % scale 0 is the no-effect control and ±100 the full control effect; nearly all actives have a fitted effect of over 50% in size; many of its hits are not listed in these tables
An asterisk follows results filed as active; ? = inconclusive; nt = not tested or not shown; & = joins results of further samples; [ ] = dose if it differs, or a comment. Unless noted, the call rests on the fitted dose curve; in most records, active means well fitted curve in the direction sought with a large enough effect; inconclusive means small, poorly fitted or top-dose-only effect, or another doubt; inactive means no such curve, though single readings can be large; an effect the other way counts as inactive or inconclusive. An excerpt (hit frequency here may not be typical).

Values in the order: CBFb-RUNX1 inh | Epigenetic reg | TexasRed fluor | TRb-SRC2 inh | Tau fibril FP | Tau fluor cs | GLA spleen mod | NPSR antag
> O=S(=O)(Nc1nccs1)c1cc(Cl)ccc1Cl
  2% | 1.0% | 1% | -5% | -3% | -14% | -8% | -13%[46.1 µM]
> CSC1=NC(C)N2C(SC)=NC(C)N12 (stereo not given)
  -2% | 4.1% | -1% | -1% | -6% | -2% | 8% | -7%
> CCOCCn1c(CN(Cc2ccccc2)Cc2ccccc2)nc2c1c(=O)[nH]c(=O)n2C
  2% | -0.8% | -2% | -3% | -10% | -2% | 3% | ?
> CCn1c(SCC(=O)N2CCc3ccccc32)nc2c(c1=O)SC(C)C2 (stereo not given)
  -1% | 0.0% | -2% | -6% | -9% | 1% | 2% | -3%[46.1 µM]
> O=C(NCCCN1CCN(CCCNC(=O)c2cccc(Cl)c2)CC1)c1cccc(Cl)c1
  4% | -0.9% | 0% | 1% | 1% | 0% | 1% | 11%
> O=C(COC(=O)CSCC(=O)N1CCCCC1)Nc1ccc(Cl)cc1
  3% | 13% | -2% | -5% | 1% | -3% | -19% | -12%[46.1 µM]
> Cc1cc(NC(=O)COC(=O)c2ccc(S(=O)(=O)N3CCCc4ccccc43)cc2)no1
  10% | 0.0% | -5% | -4% | ? | ? | -3% | 3%[46.1 µM]
> COc1ccc(OC)c(N(CC(N)=O)S(=O)(=O)c2ccc(OC)c(OC)c2)c1
  -1% | -0.2% | 2% | 2% | 3% | -7% | -1% | -10%[46.1 µM]
> O=C(COc1ccc(Cl)cc1Cl)NN1C(=O)C2C3C=CC(C3)C2C1=O (stereo not given)
  2% | 0.0% | -4% | -6% | -1% | 2% | 8% | 0%
> NS(=O)(=O)c1ccc(CCNCc2cccs2)cc1
  -2% | 0.0% | -10% | -6% | -1% | 6% | -1% | 13%
> Cc1nc(-c2ccccc2)sc1CCNC(=O)C(=O)Nc1ccc(F)c(Cl)c1
  nt | 2.5% | -44% | -1% | -10% | -10% | nt | nt
> COCC(C)n1c(SCc2ccc(C(=O)OC)o2)nc2ccccc2c1=O (stereo not given)
  4% | 1.0% | -1% | 7% | 4% | -13% | -1% | ?
> Cc1c(Cl)cccc1Nc1nc2ccc(C(=O)c3ccccc3)cc2n2cnnc12
  nt | -4.2% | -1% | -4% | -11% | -29% | nt | nt
> Nn1c(SCC(=O)Nc2ccc(F)cc2)nnc1-c1ccccn1
  ? | -1.2% | -9% | -3% | 2% | 1% | 12% | -4%[46.1 µM]
> Cc1nn(C2CCS(=O)(=O)C2)c(Cl)c1/C=C/C(=O)OCC(=O)Nc1ccccc1[N+](=O)[O-] (stereo not given)
  -14% | 0.8% | -3% | 4% | ? | -22% | -2% | 0%
> O=S(=O)([N-]c1nc2ccccc2nc1-[n+]1ccccc1)c1ccccc1
  -4% | 1.0% | 0% | -5% | 0% | 0% | 7% | 11%
> COc1cc(S(=O)(=O)N2CCN(Cc3ccccc3)CC2)ccc1Br
  9% | 0.0% | 1% | -4% | 6% | -15% | -3% | -12%[46.1 µM]
> COc1ccc(NC(=O)CCNS(=O)(=O)c2cccc3nsnc23)cc1OC
  -4% | -0.7%&0.2% | -1%&-3% | -3%&0% | 0%&-1% | -8%&-4% | -2% | 16%
> O=C(CSc1nc2c(c(=O)[nH]1)CCCC2)Nc1ccccc1C(F)(F)F
  nt | -0.9% | -1% | -2% | -17% | -2% | nt | nt
> COc1ccc(-c2cn3c(n2)sc2cc(C(=O)Nc4ccc(C)c(Cl)c4)ccc23)cc1
  nt | 0.8% | 1% | 0% | -5% | -9% | nt | nt
> CCC(Oc1nc2ccccc2nc1-c1ccccc1NC(C)=O)C(=O)c1ccccc1 (stereo not given)
  -10% | -0.2% | -1% | -11% | -5% | -7% | 13% | ?
> c1ccc2c(c1)ncn2-c1ccc(-c2ccnc3ncnn23)cc1
  -11% | 1.1% | -4% | -3% | -3% | 3% | 11% | -11%
> C=CCNC(=S)NNC(=O)c1ccc([N+](=O)[O-])cc1
  0% | -0.3% | 3% | -3% | 1% | -5% | -6% | -4%
> CCC(C)C(=O)N1CCCC(c2nc(-c3cccs3)no2)C1 (stereo not given)
  0% | -1.0% | -5% | 4% | 1% | 3% | 5% | -27%[46.1 µM]
> CN(C1CCCCC1)S(=O)(=O)c1ccc(C(=O)N2CCN(c3nc4ccccc4s3)CC2)cc1
  -2% | 1.1% | -2% | -2% | -6% | -10% | -29% | -25%[46.1 µM]
> O=S(=O)(NCC(Nc1ccccc1)c1ccccc1)c1ccc(Cl)cc1 (stereo not given)
  13% | ? | -1% | 13% | -12% | ? | 4% | ?
> Cc1ccccc1C(=O)Nc1ccccc1C(=O)NCC(C)C
  10% | 1.0% | -7% | 0% | -4% | -17% | -5% | -16%
> O=C(COc1ccc(S(=O)(=O)N2CCCC2)cc1)NCc1ccco1
  -4% | -1.4% | -2% | -3% | 4% | -5% | 4% | -7%[46.1 µM]
> CCOC(=O)C1CCN(C=Nc2cc(C)on2)CC1
  6% | -1.0% | -3% | -6% | 4% | 3% | -1% | 4%[46.1 µM]
> Cc1ccc(OCCCC(=O)NCc2ccco2)cc1
  -5% | -1.1% | -1% | 6% | 4% | 1% | -7% | -1%[46.1 µM]

The list goes on; the last 7 above are carried over.
Values in the order: CBFb-RUNX1 inh | Epigenetic reg | TexasRed fluor | TRb-SRC2 inh | Tau fibril FP | Tau fluor cs | GLA spleen mod | NPSR antag
> CCC(C)C(=O)N1CCCC(c2nc(-c3cccs3)no2)C1 (stereo not given)
  0% | -1.0% | -5% | 4% | 1% | 3% | 5% | -27%[46.1 µM]
> CN(C1CCCCC1)S(=O)(=O)c1ccc(C(=O)N2CCN(c3nc4ccccc4s3)CC2)cc1
  -2% | 1.1% | -2% | -2% | -6% | -10% | -29% | -25%[46.1 µM]
> O=S(=O)(NCC(Nc1ccccc1)c1ccccc1)c1ccc(Cl)cc1 (stereo not given)
  13% | ? | -1% | 13% | -12% | ? | 4% | ?
> Cc1ccccc1C(=O)Nc1ccccc1C(=O)NCC(C)C
  10% | 1.0% | -7% | 0% | -4% | -17% | -5% | -16%
> O=C(COc1ccc(S(=O)(=O)N2CCCC2)cc1)NCc1ccco1
  -4% | -1.4% | -2% | -3% | 4% | -5% | 4% | -7%[46.1 µM]
> CCOC(=O)C1CCN(C=Nc2cc(C)on2)CC1
  6% | -1.0% | -3% | -6% | 4% | 3% | -1% | 4%[46.1 µM]
> Cc1ccc(OCCCC(=O)NCc2ccco2)cc1
  -5% | -1.1% | -1% | 6% | 4% | 1% | -7% | -1%[46.1 µM]
> C=C1CC2C=C(NC(C)=O)CC(C1)C2 (stereo not given)
  3% | -0.2% | -1% | -6% | -4% | -3% | 9% | 7%[46.1 µM]
> CCn1ccc2cc(S(=O)(=O)N3CCCN(C(=O)Nc4ccc(C)cc4)CC3)ccc21
  nt | 6.8% | 1% | -5% | -3% | -12% | nt | nt
> CSC1=C(C#N)C(c2ccccc2Cl)C2=C(CCCC2=O)N1 (stereo not given)
  -4% | 0.5% | 0% | -1% | -1% | -3% | -2% | -8%[46.1 µM]
> COc1ccc(C(=O)NNC2CC(=O)N(Cc3ccc(Cl)cc3)C2=O)cc1OC (stereo not given)
  -5% | -1.1% | 11% | 8% | 7% | -6% | -5% | 2%
> CCOC(=O)c1oc2ccccc2c1CSc1nnnn1-c1ccc(OC)cc1
  7% | 0.0% | -1% | -9% | -6% | -6% | 4% | -6%[46.1 µM]
> COc1cc(OC)cc(C(=O)Nc2cc(-c3nc4ccccc4s3)ccc2OC)c1
  nt | 3.2% | -10% | 5% | ? | ? | nt | nt
> Cc1cc(C)n2nc(SCc3nnc(SCc4ccccc4C)s3)nc2n1
  -2% | -0.2% | -5% | 2% | 1% | -13% | 4% | -14%[46.1 µM]
> Cc1ccc(-c2nnn(CC(=O)N(CCO)C(C(=O)NC3CCCC3)c3ccc(F)cc3)n2)o1 (stereo not given)
  3% | 1.1% | -2% | -8% | -8% | -3%[2.34 µM] | 14% | -16%
> Cc1cccc(-c2nc(SCC(=O)NCC3CCCO3)c3c(=O)n(C)c(=O)n(C)c3n2)c1 (stereo not given)
  nt | -1.4% | 1% | -2% | 0% | 2% | nt | nt
> O=C(c1cc(-c2ccc(Br)cc2)n[nH]1)N1CCN(S(=O)(=O)c2ccc(Cl)s2)CC1
  nt | 4.9% | -8% | 6% | ? | 0% | nt | nt
> O=C(Nc1cccc(Cl)c1)N(CCN1CCOCC1)Cc1ccccc1F
  6% | -4.6% | 1% | -11% | -1% | -19% | 8% | -8%[46.1 µM]

Grouped by structure, the entries above with bromine
Values in the order: CBFb-RUNX1 inh | Epigenetic reg | TexasRed fluor | TRb-SRC2 inh | Tau fibril FP | Tau fluor cs | GLA spleen mod | NPSR antag
> COc1cc(S(=O)(=O)N2CCN(Cc3ccccc3)CC2)ccc1Br
  9% | 0.0% | 1% | -4% | 6% | -15% | -3% | -12%[46.1 µM]
> O=C(c1cc(-c2ccc(Br)cc2)n[nH]1)N1CCN(S(=O)(=O)c2ccc(Cl)s2)CC1
  nt | 4.9% | -8% | 6% | ? | 0% | nt | nt

Compound profiles, as listed above. Screens in order: CBFb-RUNX1 inh | Epigenetic reg | TexasRed fluor | TRb-SRC2 inh | Tau fibril FP | Tau fluor cs | GLA spleen mod | NPSR antag
C=C1CC2C=C(NC(C)=O)CC(C1)C2 (stereo not given) across the screens: 3% | -0.2% | -1% | -6% | -4% | -3% | 9% | 7%[46.1 µM]
CCOC(=O)c1oc2ccccc2c1CSc1nnnn1-c1ccc(OC)cc1 across the screens: 7% | 0.0% | -1% | -9% | -6% | -6% | 4% | -6%[46.1 µM]
